Screening results as filed in PubChem BioAssay.
Calpain2 inh – blocks pig calpain II enzyme activity. hit rate 0.37% among 220,000. AID 1236. purified calpain II, fluorogenic peptide substrate, 30 min. inhibition, % at 16 µM;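 active = inhibition above about 50%, limit read from the data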
EBV gp42 block – inhibitors of Epstein-Barr virus glycoprotein 42. inhibition, % (tested at 21.74 µM). Q1HVG2. Fluorescence polarization binding assay, mP read-out. hit rate 0.42% among 220,000; in the data active = inhibition above about 50%
Target sequence (Q1HVG2 whole entry, looked up): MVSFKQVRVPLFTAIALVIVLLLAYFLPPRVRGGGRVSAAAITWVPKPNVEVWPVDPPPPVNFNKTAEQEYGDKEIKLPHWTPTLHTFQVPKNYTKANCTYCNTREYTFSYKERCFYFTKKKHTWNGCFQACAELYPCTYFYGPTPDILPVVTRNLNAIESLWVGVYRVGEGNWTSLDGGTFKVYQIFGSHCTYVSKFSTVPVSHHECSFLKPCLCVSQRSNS
Runt-CBFb FRET – Runt domain-CBFb interaction inhibition; hit rate 0.46% among 220,000; AID 1496; Q01196+Q13951; inhibition, % at 20 µM; Cerulean-Runt/Venus-CBFb FRET ratio 530/480, 1 h;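 active = inhibition over about 50% at 20 µM in the single-dose screen, limit read from the data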;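 also: 0% = DMSO wells and 100% = excess unlabeled CBFb competitor control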
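test system = Cerulean-Runt domain fusion protein, energy donor | probe or stimulus = Venus-CBFb binding partner, 100 nM | incubation = two 1 h room-temperature incubations shielded from light | detection = fluorescence energy transfer, 422 nm excitation, 530/480 nm emission | measure = loss of energy transfer signal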
Runt-SMMHC FRET – inhibitors of human RUNX1 Runt domain binding to CBFb-SMMHC; inhibition, % at 20 µM; Q01196+Q13951; hit rate 0.74% among 220,000; Cerulean-Runt/Venus-CBFb-SMMHC FRET ratio 530/480, 1 h;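 active = mean inhibition across duplicate retests at 20 µM reaching about 50%, limit read from the data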;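 also: 0% = DMSO wells and 100% = wells with excess untagged CBFb-SMMHC; inhibitors lower the FRET ratio by blocking Runt binding to CBFb-SMMHC; some results filed as inactive read as strong as hits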
Furin inh – human furin inhibition; AID 463115; hit rate 0.061% among 220,000; purified furin, fluorogenic substrate cleavage; inhibition, % at 30 µM; in the data active = inhibition above about 25%; also: inactives centre near -15
p97 inhibitor – inhibitors of human p97 ATPase; P55072; inhibition, % at 8 µM; recombinant p97 ATPase, Kinase-Glo ATP luminescence, 3 h; hit rate 0.42% among 220,000; AID 1481; in the data active = inhibition above about 15%;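 also: 0% = DMSO vehicle and 100% = wells lacking enzyme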
Target sequence (P55072 whole entry, looked up): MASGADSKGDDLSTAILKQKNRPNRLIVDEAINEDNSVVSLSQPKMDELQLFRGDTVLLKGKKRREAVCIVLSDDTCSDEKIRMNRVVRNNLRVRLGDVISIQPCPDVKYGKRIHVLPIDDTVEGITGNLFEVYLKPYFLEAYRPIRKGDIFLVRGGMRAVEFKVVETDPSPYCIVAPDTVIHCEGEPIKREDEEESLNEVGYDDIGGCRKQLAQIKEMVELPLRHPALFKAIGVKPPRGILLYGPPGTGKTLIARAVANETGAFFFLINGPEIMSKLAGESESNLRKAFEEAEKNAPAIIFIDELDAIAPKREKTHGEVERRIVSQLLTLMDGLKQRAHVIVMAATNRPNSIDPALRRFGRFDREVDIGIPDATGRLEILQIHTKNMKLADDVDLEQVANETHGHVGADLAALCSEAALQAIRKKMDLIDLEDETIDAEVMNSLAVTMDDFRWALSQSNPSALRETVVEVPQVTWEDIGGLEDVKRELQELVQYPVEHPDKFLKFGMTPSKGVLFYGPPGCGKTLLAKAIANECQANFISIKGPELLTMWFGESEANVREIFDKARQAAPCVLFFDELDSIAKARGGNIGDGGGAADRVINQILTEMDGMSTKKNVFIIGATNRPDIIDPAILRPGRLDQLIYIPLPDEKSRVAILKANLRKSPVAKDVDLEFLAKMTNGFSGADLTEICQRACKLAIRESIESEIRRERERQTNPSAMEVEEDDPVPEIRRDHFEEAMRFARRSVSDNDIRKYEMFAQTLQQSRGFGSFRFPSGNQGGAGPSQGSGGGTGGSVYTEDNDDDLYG
TbHK1 inh – blocks Trypanosoma brucei hexokinase 1 activity | recombinant TbHK1, G6PDH-coupled NADH A340 | inhibition, % at 10 µM | hit rate 0.11% among 220,000;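 active = inhibition of 50% or more in the single-dose primary screen; inactive = inhibition below 50%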
RBBP9 inhibitor – blocks human serine hydrolase RBBP9 | inhibition, % at 7.94 µM | O75884 | AID 1515 | hit rate 0.2% among 220,000 | recombinant RBBP9, FP-Rh probe fluorescence polarization;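 active = inhibition above the campaign mean of all tested compounds plus 3 SD, cut at about 14% in these data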;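 also: plate controls were DMSO wells with RBBP9 for no effect and wells lacking RBBP9 protein for full effect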
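Material: RBBP9 protein. Amount: RBBP9 at 2.5 µM in dispensed solution, before mixing. Schedule: 30 min then 45 min, 25 °C. Medium: Tris buffer pH 8.0, NaCl, Pluronic. Measured by: fluorescence polarization. Measure: percent inhibition from mP, scaled between DMSO and no-protein wells. Replication: one well per compound.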
p47phox inh – blocks human p47phox regulatory protein of NADPH oxidases. P14598. p47phox/p22phox peptide binding, fluorescence polarization, 2 h. inhibition, % at 24.7 µM. hit rate 0.53% among 220,000;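 active = inhibition above about 30%, limit read from the data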;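 also: 0% = p47phox with labelled peptide and 100% = labelled peptide alone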
* = called active by the depositor; . = not tested or not shown; & = joins results of further samples; [ ] = another dose, or the depositor's remark. Outcome played no part in choosing rows, and some 2.7% of all compounds hit somewhere here.

item	Compound	Runt-CBFb FRET	Runt-SMMHC FRET	Furin inh	EBV gp42 block	p47phox inh	p97 inhibitor	TbHK1 inh	RBBP9 inhibitor	Calpain2 inh
1	COc1ccc(/C(N)=N/OC(=O)Cc2ccccc2[N+](=O)[O-])cc1	-1.6	-1.7	-31.5	1.0	-6.5	0.9	-0.5	-3.0	56.7*
2	CCOc1ccc(NC(=O)c2ccccn2)cc1	1.4	0.9	-15.2	-16.3	1.1	-26.6	-0.2	-1.6	18.9
3	COc1cccc(/C=N/n2c(-c3n[nH]c4c3CCC4)n[nH]c2=S)c1OC	15.3	11.2	-32.8	-9.6	-9.1	4.4	-0.8	-9.6	-18.8
4	O=C1/C(=C\Nc2ccccc2)CCN1c1ncccn1	0.0	-1.7	-23.6[20 µM]	-12.3	-10.4	3.0	-65.9	-3.4	-5.0
5	CC1=NN(c2ccccc2)C(=O)/C1=C\c1cn(CCC#N)nc1-c1ccc(Cl)cc1	-9.2	-7.9	5.6	0.8	-2.1	-4.5	-9.0	1.0	24.6
6	COc1ccccc1NS(=O)(=O)c1cc(N/C(=N\S(=O)(=O)c2ccccc2)c2ccc(F)cc2)ccc1Cl	-3.6	0.0	-12.5	-0.6	-14.1	4.4	24.5	-33.6	-70.1
7	CCN(Cc1ccccc1)S(=O)(=O)c1ccc(C(=O)N2CCN(c3nc4ccccc4s3)CC2)cc1	-2.2	0.9	-10.8	-1.1	3.1	-0.7	-9.2	-6.2	18.1
8	NS(=O)(=O)c1cccc(NC(=O)CN2CCC(Cc3ccccc3)CC2)c1	-1.0	-3.2	-18.0	-11.7	0.2	4.3	4.4	1.6	78.3*
9	O=C(c1ccc2c(c1)OCO2)N1CCC2(CC1)Oc1ccc(Cl)cc1C(=O)C21CC(c2ccccc2)=NO1 (stereo not given)	-1.2	1.5	-15.2	-22.2	-9.8	.	-17.9	.	-83.6
10	Cc1ccc(Cl)cc1N1CCN(C(=S)NCCc2ccccc2)CC1	2.4	1.4	-10.8	2.9	-6.1	-1.6	10.3	-8.7	4.1
11	CC(=O)c1cc2c(cc1NC(=O)CN1CCCCCC1)OCO2	-1.4	-1.5	-13.7[20 µM]	-11.7	-6.8	-1.1	-15.3	6.2	-24.2
12	CCC(C)NC(=O)C(=O)NCc1ccncc1 (stereo not given)	0.2	-0.5	-17.0[20 µM]	0.6	8.9	5.2	1.6	8.3	17.3
13	OCCCC1CCCCN1Cc1nc(Cc2ccccc2Cl)no1 (stereo not given)	0.1	0.3	-1.3	-4.4	-3.0	-3.1	0.4	-7.3	11.5
14	O=C(O)C1CCCCC1C(=O)Nc1ccccc1Cl (stereo not given)	1.0	-3.1	-14.8[20 µM]	-25.0	1.5	1.5	-14.0	-3.0	-16.6
15	c1n[nH]c(NC2=NCCC2)n1	0.6	0.9	-20.3	-24.0	-10.9	4.0	6.2	-3.0	-24.2

Reprinted at random: two entries already listed.
item	Compound	Runt-CBFb FRET	Runt-SMMHC FRET	Furin inh	EBV gp42 block	p47phox inh	p97 inhibitor	TbHK1 inh	RBBP9 inhibitor	Calpain2 inh
5	CC1=NN(c2ccccc2)C(=O)/C1=C\c1cn(CCC#N)nc1-c1ccc(Cl)cc1	-9.2	-7.9	5.6	0.8	-2.1	-4.5	-9.0	1.0	24.6
1	COc1ccc(/C(N)=N/OC(=O)Cc2ccccc2[N+](=O)[O-])cc1	-1.6	-1.7	-31.5	1.0	-6.5	0.9	-0.5	-3.0	56.7*

Carrying on:
item	Compound	Runt-CBFb FRET	Runt-SMMHC FRET	Furin inh	EBV gp42 block	p47phox inh	p97 inhibitor	TbHK1 inh	RBBP9 inhibitor	Calpain2 inh
16	OCCC1CN(Cc2nc3c(s2)CCCC3)CCN1Cc1ccccc1 (stereo not given)	-0.2	-1.1	-17.5	8.8	-5.3	-5.0	8.7	-8.1	-10.5
17	Cc1cc(C)cc(C(=O)Nc2ccc(N3CCCC3)cc2)c1	26.2	30.5	-15.2	-2.6	-24.3	0.9	-9.0	-4.0	-24.8
18	COCCNC(=O)COC(=O)c1ccc(OCC(=O)Nc2ccccc2OC)c(OC)c1	-0.5	-4.9	-29.8	-11.2	-6.3	0.1	0.8	3.9	-12.0
19	COCC(C)NC(=O)C1CC(c2cccc(Br)c2)=NO1 (stereo not given)	2.6	2.8	-19.8	4.0	10.1	-0.5	3.5	4.5	-9.4
20	CCOc1ncccc1C(=O)Nc1ccc(-c2ccc3nnc(C)n3n2)cc1	-1.7	-4.5	-32.1	-3.4	0.9	0.6	-10.8	-1.5	-337.4
21	Cc1nnc(SCCn2c(N3CCCC(C)C3)nc3c2c(=O)[nH]c(=O)n3C)s1 (stereo not given)	-1.0	2.9	-18.4	-18.9	-7.7	7.8	5.9	5.0	12.6
22	CCn1c(=O)n(CCOC)c(=O)c2c3c(sc21)CCCC3	0.8	-1.7	-12.1[20 µM]	5.5	-5.8	-4.9	5.7	-8.1	12.3
23	CN(Cc1cccnc1)C(=O)CNC(=O)c1ccc(Cl)cc1Cl	-1.2	2.5	-16.1	-12.9	-10.6	3.2	-0.1	-2.4	-16.4
24	O=C(O)CN1CCN(c2ncc(C(F)(F)F)cc2Cl)CC1	-0.1	-0.5	-7.4	-11.7	-4.2	3.3	0.0	-0.6	18.6
25	CCOC(=O)c1cnc(-n2cc(C)cn2)nc1Nc1ccccc1OCC	-2.4	-2.7	-1.5	-29.1	-11.4	3.6	22.9	-8.4	21.8
26	COc1cc(CN2CCC(C(=O)N3CCCC(C)C3)CC2)cc(OC)c1O (stereo not given)	4.8	-3.1	-5.8[20 µM]	-10.5	-1.6	2.0	-7.1	6.9	-6.5
27	Cc1cc(C)nc(SCNC(=O)c2ccc(F)cc2)n1	53.3*	16.7	-8.0	-1.0	2.6	2.8	32.5	5.5	6.0
28	COc1ccc(-n2c(N3CCN(C)CC3)nc3sc4c(c3c2=O)CCCCC4)cc1	-1.9	0.0	-17.4	-72.5	-14.7	-0.6	-19.6	-6.4	-4.5
29	CCOC(=O)C(NC(C)=O)(Nc1ccc(S(=O)(=O)Nc2cc(C)nc(C)n2)cc1)C(F)(F)F (stereo not given)	-1.5	-0.5	-28.3	-4.0	-15.2	4.8	2.6	-1.9	-21.9
30	CS(=O)(=O)NCCNc1ccc(Cl)cc1[N+](=O)[O-]	1.6	-5.2	-24.2	-8.7	7.6	3.8	5.2	-1.7	1.4
31	Cc1nc(-c2ccccc2)cn2c1nc1ccccc12	3.5	20.9	-24.6	3.9	-11.5	-2.4	-4.5	-6.6	-476.7
32	O=C1c2c(O)cc(O)cc2O[C@H](c2ccc(O)c(O)c2)[C@@H]1O	17.8	-0.8	.	3.9	-2.8	9.9	.	-8.9	16.0
33	CC(C)CC1c2[nH]c3ccccc3c2CCN1C(=O)c1cnccn1 (stereo not given)	-2.2	-4.8	-14.4	5.7	-0.5	-4.1	-8.3	-6.4	-35.2
34	CCNC(=S)NNc1nncc2ccccc12	9.1	3.2	-30.7	-14.7	-11.2	2.9	-14.2	-4.8	-8.2
35	COCCNC(=O)C(c1cccs1)N(Cc1cccs1)C(=O)Cn1nnc2ccccc21 (stereo not given)	-0.9	-1.1	-2.6[20 µM]	-21.8	-111.3	-2.1	0.9	14.2	-15.2
36	Cc1cc2nccc(-c3ccccn3)n2n1	0.2	-1.1	-14.8	-22.6	-6.2	5.6	-2.6	-5.0	-18.1
37	C=CCNC(=S)NC(CC(=O)OC)c1ccc2c(c1)OCO2 (stereo not given)	2.0	1.3	-12.9	-10.9	-6.7	5.8	2.6	-6.3	17.1
38	CCCc1c(OCCCCc2nn[nH]n2)ccc(C(C)=O)c1O	-1.9&1.0	1.1&-2.2	-15.6	3.4&-3.6	-0.8&-18.1	1.9&0.3	6.7	-4.8&5.6	19.3&19.0
39	O=C(O)/C=C/C(=O)Nc1ccc(N2CCOCC2)nc1N1CCOCC1	14.5	6.5	-16.6	-0.6	-16.1	0.2	27.3	-6.7	9.2
40	C/C=C(/C)C(=O)O[C@@H]1c2c(ccc3ccc(=O)oc23)O[C@@H]1C(C)(C)OC(=O)/C(C)=C\C	-7.1	-0.4	-29.9	-7.8	-12.6	-1.7	-0.7	-11.3	0.5
41	COC(=O)C1=C(Nc2ccc(OC)cc2)C=C(C)C(C(=O)OC)C1c1ccc(C)cc1 (stereo not given)	-2.4	-8.0	-20.9[20 µM]	-22.3	-0.8	-3.6	-18.4	-7.3	37.0
42	CCOc1ccc(-c2cc(N3C(=O)Nc4ccccc4N3O)on2)cc1	0.1	-0.1	-11.9[20 µM]	-0.5	-10.1	2.1	-1.9	16.2*	21.3
43	c1ccc2c(c1)nc1n2CCS1	-0.2	-0.2	-0.2	-15.8	-12.8	-6.9	3.1	-8.4	25.2
44	S=C(Nc1cccc(Cl)c1)N(CCCN1CCCC1)Cc1cccn1Cc1ccc(Cl)cc1	0.2	-1.0	-7.6	2.9	43.4*	-3.2	50.8*	-1.7	14.8
45	NC(=O)Cn1nnc(-c2ccccc2NC(=O)c2cnccn2)n1	2.5	-5.3	-7.9[20 µM]	-15.2	-13.3	3.4	-12.6	-4.4	6.0
46	Cn1c(N)c(C(c2ccccc2)c2c(N)n(C)c(=O)n(C)c2=O)c(=O)n(C)c1=O	-0.3	0.2	-12.8	-6.0	-2.5	0.1	31.2	4.6	41.7
47	COc1ccccc1N1CCN(C(=S)Nc2ccc3nc(N4CCOCC4)cc(C)c3c2)CC1	4.1	3.1	1.7	2.2	-2.3	-3.0	-15.0	-6.2	-72.8
48	Cc1ccnc(SCc2nc3ccccc3s2)n1	4.1	-4.9	-9.1[20 µM]	-8.5	-5.0	1.2	-5.3	-1.2	-0.4
49	COCCNc1c2c(nc3c(-c4ccccc4)c(C)nn13)CCC2	-2.9	1.0	-13.2	4.4	-0.4	-3.7	-26.2	-4.3	-4.3
50	CCCn1c(=O)[nH]c2ccccc21	-0.2	-1.6	-16.4[20 µM]	0.9	-28.6	5.9	-3.5	-4.4	-22.5
51	NCCSc1c(-c2ccc(F)cc2)[nH]c2ccccc12	-0.5	0.0	-16.3	-8.5	-11.7	2.1	-0.5	-1.1	13.0
52	Cn1c(=O)c2cc(S(=O)(=O)N3CCOCC3)ccc2n(C)c1=O	2.4	-3.6	-8.0[20 µM]	-20.5	-3.1	-1.3	7.1	-0.1	-4.3
53	NNC(=O)CN1C(c2ccc(Cl)cc2)=Nc2ccc(Br)cc2C1c1ccccc1 (stereo not given)	-1.4	2.5	-1.4[20 µM]	-0.5	-6.9	5.7	-9.6	-9.0	-10.4
54	COc1ccc(C(CCN2CCCCC2)c2c(O)cc(OC)cc2OC)cc1 (stereo not given)	1.3	2.0	-30.4	-22.1	-9.7	.	1.9	.	-15.1
55	CCN(CC)S(=O)(=O)c1ccc(Cl)c(NC(=O)COC(=O)c2c(C)noc2C)c1	-0.1	-4.7	-7.9	6.0	8.8	-6.2	4.4	-3.3	13.3
56	COc1cc(CCN2C(=O)c3cccc4cccc(c34)C2=O)c(S(=O)(=O)N2CCC(C)CC2)cc1OC	-4.4	-0.9	-17.0	-10.2	-8.8	0.5	-17.5	-6.1	-75.1
57	Cc1ccc(-c2nc(NCc3ccc(F)cc3)n(S(C)(=O)=O)n2)cc1	-2.6	-0.2	-11.5	11.5	-1.7	3.5	0.1	-1.6	18.0

RBBP9 inhibitor: hit marks shown above.
item	Compound	Runt-CBFb FRET	Runt-SMMHC FRET	Furin inh	EBV gp42 block	p47phox inh	p97 inhibitor	TbHK1 inh	RBBP9 inhibitor	Calpain2 inh
42	CCOc1ccc(-c2cc(N3C(=O)Nc4ccccc4N3O)on2)cc1	0.1	-0.1	-11.9[20 µM]	-0.5	-10.1	2.1	-1.9	16.2*	21.3
